From PubChem BioAssay
RAD54 inh: inhibitors of human RAD54 branch migration. RAD54 Holliday junction branch migration, FAM/BHQ fluorescence. Q92698. AID 602329. actives 0.14% (n = 360,000). inhibition, % at 10.4 µM;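 active = mean normalized replicate activity at least 40 and at least half of replicates scoring 40 or more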;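 note: 0% = median of neutral control wells and 100% = median of positive control wells; inhibitors cause a drop in the FAM fluorescence signal; in these data hits start at about 50%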
RAD52 anneal inh: blocks human RAD52 DNA annealing | recombinant RAD52 DNA annealing, FRET fluorescence | inhibition, % at 18.7 µM | actives 0.46% (n = 360,000);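 active = every replicate showing at least 50% inhibition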
Target sequence (P43351 whole entry, looked up): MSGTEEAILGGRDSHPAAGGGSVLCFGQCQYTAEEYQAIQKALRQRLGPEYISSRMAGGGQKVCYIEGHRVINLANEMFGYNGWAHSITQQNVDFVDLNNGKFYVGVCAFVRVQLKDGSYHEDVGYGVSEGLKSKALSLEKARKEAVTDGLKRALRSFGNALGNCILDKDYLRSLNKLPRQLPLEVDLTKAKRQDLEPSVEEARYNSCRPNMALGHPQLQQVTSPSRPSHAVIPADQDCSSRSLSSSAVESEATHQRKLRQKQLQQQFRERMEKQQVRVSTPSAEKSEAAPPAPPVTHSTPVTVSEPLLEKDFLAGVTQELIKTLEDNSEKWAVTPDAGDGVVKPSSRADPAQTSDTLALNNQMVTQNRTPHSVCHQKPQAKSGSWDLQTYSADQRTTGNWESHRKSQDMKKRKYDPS
CASP6 VEID inh: inhibitors of human caspase-6; P55212; purified caspase-6, Z-VEID-R110 cleavage fluorescence; inhibition, % at 12.5 µM; actives 0.53% (n = 350,000); AID 686996;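 active = mean inhibition across replicates at least about 35%, with every replicate also reaching that limit, limit read from the data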;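 note: 0% = median of neutral control wells and 100% = no fluorescence left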
Target sequence (P55212 24-179 limits assumed): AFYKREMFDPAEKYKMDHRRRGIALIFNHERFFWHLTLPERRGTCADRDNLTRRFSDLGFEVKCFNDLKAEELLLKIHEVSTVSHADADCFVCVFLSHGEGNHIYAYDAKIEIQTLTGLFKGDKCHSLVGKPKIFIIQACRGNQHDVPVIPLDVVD
Target sequence (P55212 194-293 limits assumed): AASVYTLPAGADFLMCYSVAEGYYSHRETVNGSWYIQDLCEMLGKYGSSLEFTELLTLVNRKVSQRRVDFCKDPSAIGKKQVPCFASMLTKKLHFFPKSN
F508del corr: CFTR F508del correction in bronchial cells; CFBE cells, YFP halide quenching; stimulated with forskolin plus potentiator P3; % fluorescence drop versus neutral controls; activity (quench increase), % at 7.58 µM; actives 0.36% (n = 350,000); AID 720511;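 active = mean added fluorescence quench of at least 8% versus neutral control, with both replicates also reaching 8%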;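 note: cells transiently co-express mutant CFTR-F508del with the halide-sensitive YFP; corrector assay measuring rescue of mutant channel to the surface after 24 h compound exposure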
DENV2 CPE rescue: protects cells from dengue virus 2 cytopathic effect; CPE inhibition, % at 9.99 µM; AID 651640; DENV2-infected cells, cytopathic effect rescue, plate reader; actives 1.7% (n = 350,000); in the data active = CPE inhibition above about 20%, passing the limit was not always enough; tested in BHK-21 cells;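 note: 0% = median of neutral control wells and 100% = median of positive control wells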
GSIS activator: primary screen for activators of insulin secretion dependent on glucose, INS-1E cells, GLuc reporter luminescence; AID 743287; actives 0.61% (n = 370,000); INS-1E GLuc reporter insulin secretion, 2-3 h; activation, % at 16.6 µM;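 active = lowest replicate activation of at least 40%, so every replicate reaches that level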;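 note: 0% = median of neutral control wells and 100% = median of IBMX positive control wells; some compounds called inactive have numbers as strong as hits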
E-selectin induc: E-selectin induction on HUVECs; P16581; HUVEC E-selectin immunofluorescence imaging; normalized: neutral wells 0, TNF-alpha wells 100; activation, % at 7.58 µM; actives 0.37% (n = 260,000);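 active = mean E-selectin-positive cell signal at least 10% of the positive control, reached in at least 60% of replicates, without over 20% cell loss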;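 note: in these data hits start at about 27%; measured in HUVEC primary endothelial cells; signal is the percent of cells scored E-selectin positive by PE staining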
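Test system – human umbilical vein endothelial cells (HUVEC), E-selectin induction · Input – 3,000 HUVEC seeded per well · Buffer or medium – EGM-2, gelatin · Compound dosing – single-point compound dose · Detection – immunofluorescence imaging · Measure – percent E-selectin-positive cells · Controls – TNF-alpha high, DMSO low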
Xi reactivation: X-chromosome reactivation activator | actives 0.055% (n = 360,000) | activation, % at 7.58 µM | XiGFP mouse fibroblasts, % GFP-positive cells imaging, 3 d; cells co-treated with 5-aza-dC sensitizer; scaled so ellipticine positive control = 100%;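 active = mean normalized replicate activation at least 10% and every replicate at or above 10%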;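 note: 0% = median of on-plate neutral control wells and 100% = ellipticine 6 µM median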
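System: SV40-immortalized XiGFP fibroblast cells, line 68-5-11 / Incubation: 3-day compound exposure, then 15 min fixation at room temperature / Compound: single concentration per compound, delivered by pin transfer / Buffer or medium: DMEM plus 5-aza-dC sensitizer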
Active calls of the source: *; · = no result given. This is a random part of the collection; overall some 3.7% were active at least once.

SMILES	RAD54 inh	RAD52 anneal inh	CASP6 VEID inh	F508del corr	DENV2 CPE rescue	GSIS activator	E-selectin induc	Xi reactivation
O=c1[nH]c2cc([N+](=O)[O-])ccc2c2cc(Br)ccc12	6.6	-46.1	1.8	3.8	14.8	·	-1.2	0.3
CN(C)c1ccc(C(=S)N2CCCCC2)cc1	0.3	-12.6	-0.3	-1.7	-5.2	7.5	·	0.0
CC(=O)C1=C(C)NC2=C(C(=O)c3ccccc32)C1c1ccccc1 (centres undefined)	·	-11.6	-0.1	3.0	-0.2	57.3	6.2	0.4
Cc1ccc(C2(c3noc(CN4C[C@@H](C)O[C@@H](C)C4)n3)CCCC2)cc1	4.2	-19.4	-1.0	-2.1	13.0	-15.7	·	0.0
CC1CCc2c(sc3ncnc(SC(C)C(=O)NCC4CCCO4)c23)C1 (centres undefined)	·	-41.6	-2.8	0.0	0.1	-13.4	0.7	0.3
O=c1cc(-c2ccc(C(F)(F)F)cc2)oc2ccccc12	2.6	-16.6	-2.4	1.2	-0.1	2.4	0.2	0.0
CCn1c(Cc2ccccc2)nnc1SC(C)C(=O)NC1CC1 (centres undefined)	-10.2	-7.9	-7.4	-4.5	-0.9	10.7	-0.1	0.0
Cc1ccc(NS(=O)(=O)c2c(C(=O)N3CCCCCC3)c(C)n(C)c2C)cc1C	-7.2	-0.3	-3.5	1.2	6.3	-1.4	·	0.0
Nc1c(C(=O)NCc2ccco2)c2nc3ccccc3nc2n1CCc1ccccc1	·	-36.6	7.8	0.2	-5.3	-11.7	·	0.2
O=C(O)c1ncsc1-c1ccccc1	·	8.3	0.8	0.7	2.2	-4.6	-1.1	0.1
COc1ccc(Cc2nc3ccc(C(=O)NCC4COCCO4)cc3o2)cc1 (centres undefined)	4.4	-1.5	-4.0	-2.4	5.9	17.1	·	0.1
Cc1ccc(NC(=O)c2cc(=O)[nH]c3ccccc23)cc1C	-16.7	-5.5	1.6	-2.6	3.1	2.6	·	0.0
COc1ccc(NC(=O)Nc2ccc3c(c2)C(=O)N([C@H](C)CO)C[C@@H](C)[C@H](CN(C)C(=O)Nc2c(C)noc2C)O3)cc1	26.0	7.7	0.8	-0.9	-1.2	17.6	-0.1	-0.1
CC(Sc1nnc(N)s1)C(=O)Nc1nccs1 (centres undefined)	-4.3	-4.3	-98.8	0.9	-0.5	1.8	0.0	0.2
Cc1cc2oc(C(=O)Nc3ccc(S(=O)(=O)Nc4onc(C)c4C)cc3)cc(=O)c2cc1Cl	-1.6	-19.1	0.0	0.0	1.2	-33.6	·	0.1
O=C1CNC[C@@H]2[C@@H](c3ccc(C4=CCCC4)cc3)[C@H](CO)N12	·	-2.4	0.6	-1.8	-4.0	10.5	0.1	0.0
CCCCC1=NN(C(=O)c2ccncc2)C(O)(C(F)(F)F)C1 (centres undefined)	5.0	-2.0	-3.2	-0.7	5.1	-6.0	·	0.0
C=CCn1c(=S)[nH]c2cc(C(=O)Nc3ccc(OC)c(OC)c3)ccc2c1=O	-3.0	-10.2	·	-1.1	8.9	10.6	0.3	0.0
CCCNC(=O)C[C@@H]1CC[C@H]2[C@@H](COC[C@@H](O)CN2C(=O)Nc2ccccc2OC)O1	5.3	15.4	1.9	5.3	-3.5	7.9	0.1	0.1
O=C(COC(=O)c1cccs1)Nc1nnc(-c2ccccc2)o1	·	-7.4	6.3	-0.7	-0.5	1.4	-0.2	0.3
COc1cc(/C=N/NC(=O)c2cc(O)cc(O)c2)ccc1OC(=O)c1ccccc1	3.7	-15.4	33.9	-1.8	-2.6	16.3	-0.1	-0.1
CCOc1ccccc1C(=O)NCC(=O)Nc1ncccc1C	5.1	-5.2	-1.3	-2.9	-16.4	0.7	4.1	-0.1
OC(Cc1ccncc1)c1ccccc1Cl (centres undefined)	·	-15.3	-2.5	-3.7	7.9	6.9	1.0	0.2
Cc1ccc(C(=O)Oc2cccnc2)cc1[N+](=O)[O-]	·	-11.1	-0.7	·	-4.3	-8.1	-0.5	0.2
CCN1CCN(C(CNS(=O)(=O)c2ccc(C)cc2)c2ccccc2)CC1 (centres undefined)	-2.9	-1.9	-14.0	-0.9	-6.2	9.4	·	0.0

Part of the list above, showing only F508del corr, GSIS activator and DENV2 CPE rescue.
SMILES	F508del corr	GSIS activator	DENV2 CPE rescue
Cc1ccc(C2(c3noc(CN4C[C@@H](C)O[C@@H](C)C4)n3)CCCC2)cc1	-2.1	-15.7	13.0
CC(=O)C1=C(C)NC2=C(C(=O)c3ccccc32)C1c1ccccc1 (centres undefined)	3.0	57.3	-0.2
CCn1c(Cc2ccccc2)nnc1SC(C)C(=O)NC1CC1 (centres undefined)	-4.5	10.7	-0.9
O=C1CNC[C@@H]2[C@@H](c3ccc(C4=CCCC4)cc3)[C@H](CO)N12	-1.8	10.5	-4.0
CC(Sc1nnc(N)s1)C(=O)Nc1nccs1 (centres undefined)	0.9	1.8	-0.5

Next section.
SMILES	RAD54 inh	RAD52 anneal inh	CASP6 VEID inh	F508del corr	DENV2 CPE rescue	GSIS activator	E-selectin induc	Xi reactivation
NC(N)=NS(=O)(=O)c1ccc(NC(=S)NC(=O)/C=C/c2ccccc2)cc1	-11.2	5.2	15.6	3.3	-0.1	·	·	0.1
CO[C@@H]1CN(C)C(=O)c2cc(NS(=O)(=O)c3ccccc3C)ccc2OC[C@@H](C)N(S(C)(=O)=O)C[C@H]1C	-7.6	9.0	-0.6	-1.4	-7.7	0.2	-0.3	0.6
C[C@@H]1CN([C@@H](C)CO)C(=O)c2cc(NC(=O)NC3CCCCC3)ccc2O[C@@H](C)CCCCO[C@H]1CN(C)S(=O)(=O)c1ccc(F)cc1	-8.3	-2.8	0.9	-2.9	1.2	-18.5	0.2	0.3
CCCCN1CC(COCc2ccccc2)Oc2cccc(Oc3ccc(SC)c(C)c3)c2S1(=O)=O (centres undefined)	·	-18.5	-1.9	-0.3	4.7	9.4	-0.7	0.2
CC(C)NC(=O)N(C)C[C@H]1Oc2cc(-c3ccccc3F)ccc2S(=O)(=O)N([C@@H](C)CO)C[C@H]1C	-4.9	-0.3	6.6	1.1	7.9	37.6	-0.2	0.1
C=CCn1c(O)c(N=NC(=O)CNC(=O)c2ccncc2)c2ccccc21	6.1	-4.0	4.2	-0.5	4.9	21.7	·	0.4
Oc1ccc2ccc3[nH]cnc3c2c1	3.6	-7.4	0.5	0.2	-1.9	-0.5	0.2	-0.1
ON=C(c1ccccc1)c1ccc2c3c(cccc13)CC2	4.5	10.4	-1.0	-0.4	8.4	·	0.2	0.0
COCCSc1nnc(NC(=O)C2CC(=O)N(c3ccccc3)C2)s1 (centres undefined)	·	-10.3	-9.5	-2.6	6.2	3.6	1.3	0.0
CCCC1=Nc2cc(C(=O)N3CCC(C(N)=O)CC3)ccc2Sc2ccccc21	-3.1	-2.6	-0.5	1.1	4.0	-12.8	·	0.1
COc1ccc(NC(=O)C[C@@H]2C(=O)N(c3ccc(OC)cc3)CC2(C)C)cc1	·	9.4	0.3	-1.2	-3.3	-8.5	8.7	0.4
O=C(Nc1cc(=O)[nH]c(=O)[nH]1)c1cc(Cl)ccc1Cl	0.6	1.1	-3.2	2.1	-3.5	-2.5	·	0.4
Cc1ccc(NC(=O)C2C3C=CC4(O3)C2C(=O)N(CCCN2CCOCC2)C4C(=O)NC2CCCCC2)cc1Cl (centres undefined)	-5.5	-3.0	-0.9	-2.5	16.6	-2.0	0.0	0.4
CCN(C[C@H]1N[C@@](C)(C(=O)OC)[C@H]2C(=O)N(C)C(=O)[C@@H]12)C(=O)Nc1ccc(C(F)(F)F)cc1	7.1	-4.0	3.5	-1.7	-5.0	29.4	·	0.2
COc1ccc(Br)cc1C(=O)NC(=S)Nc1cc(-c2nc3ccccc3[nH]2)ccc1C	10.9	-17.8	-0.5	·	-3.7	0.4	·	-0.1
NC(=O)C1CCN(C(=O)/C(=C/c2ccccc2)NC(=O)c2ccccc2)CC1	6.9	-3.0	-0.6	1.1	2.0	-2.5	·	0.2
COc1cc2nc(CN3CCOCC3)n(CC(=O)NCC(F)(F)F)c(=O)c2cc1OC	-11.5	-10.8	1.2	-0.3	0.5	6.4	·	-0.1
CCCC1=C(C(=O)OCC)C(c2ccco2)C(C#N)=C(N)O1 (centres undefined)	15.5	-30.1	-0.2	0.4	·	11.2	-2.0	0.5
CCCC(=O)Nc1ccc2c(c1)OC[C@H](C)N(Cc1ccccn1)C[C@@H](C)[C@H](OC)CN(C)C2=O	-1.7	-7.1	-2.4	-3.1	-5.8	11.4	-0.1	0.0
CC1CCN(C(=O)c2ccc(NS(=O)(=O)c3cccs3)cc2)CC1	3.8	3.3	3.7	1.7	-2.6	-6.3	·	-0.1
C[C@H]1CN([C@@H](C)CO)C(=O)c2cccc(NC(=O)Nc3ccc(C(F)(F)F)cc3)c2O[C@H]1CN(C)S(=O)(=O)c1ccc(Cl)cc1	1.0	10.5	1.1	-4.2	-3.2	0.0	·	0.1
C[C@H]1CN([C@@H](C)CO)C(=O)Cc2cc(NS(=O)(=O)c3cn(C)cn3)ccc2O[C@H]1CN(C)Cc1ccc(C(=O)O)cc1	4.3	-5.9	-1.9	-1.3	-8.2	14.2	-1.1	0.3

In the list so far, two have a COOH group.
SMILES	RAD54 inh	RAD52 anneal inh	CASP6 VEID inh	F508del corr	DENV2 CPE rescue	GSIS activator	E-selectin induc	Xi reactivation
O=C(O)c1ncsc1-c1ccccc1	·	8.3	0.8	0.7	2.2	-4.6	-1.1	0.1
C[C@H]1CN([C@@H](C)CO)C(=O)Cc2cc(NS(=O)(=O)c3cn(C)cn3)ccc2O[C@H]1CN(C)Cc1ccc(C(=O)O)cc1	4.3	-5.9	-1.9	-1.3	-8.2	14.2	-1.1	0.3

Profiles as entered above. Order of values: RAD54 inh, RAD52 anneal inh, CASP6 VEID inh, F508del corr, DENV2 CPE rescue, GSIS activator, E-selectin induc, Xi reactivation
Shown for `C=CCn1c(O)c(N=NC(=O)CNC(=O)c2ccncc2)c2ccccc21` = 6.1, -4.0, 4.2, -0.5, 4.9, 21.7, ·, 0.4
Shown for `CC1CCc2c(sc3ncnc(SC(C)C(=O)NCC4CCCO4)c23)C1` (centres undefined) = ·, -41.6, -2.8, 0.0, 0.1, -13.4, 0.7, 0.3
Shown for `CCN1CCN(C(CNS(=O)(=O)c2ccc(C)cc2)c2ccccc2)CC1` (centres undefined) = -2.9, -1.9, -14.0, -0.9, -6.2, 9.4, ·, 0.0
